# Assay outcomes deposited in PubChem BioAssay by The Scripps Research Institute Molecular Screening Center.
# PLC-beta3 inh: inhibitors of human phospholipase C beta3; Q01970; inhibition, % at 12.2 µM; Purified PLC-beta3, fluorogenic substrate, fluorescence; hit rate 0.18% among 370,000; in the data active means inhibition above about 11%;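 further: 0% = median of compound wells on plate and 100% = full blocker control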
# ARFGAP1 inh: rat ARFGAP1 inhibition. Q62848. Arfgap1-stimulated ARF1 GTP hydrolysis, GDP FP detection. inhibition, % at 16.5 µM. hit rate 0.26% among 360,000;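 active means inhibition above a per-plate limit, mean inhibition of low control wells plus 3 SD, cut at about 25% in these data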;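 further: 0% = DMSO wells with enzyme and 100% = wells lacking Arfgap1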
#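 System: truncated rat Arfgap1 GAP domain / Benchmarks: high control wells lacking Arfgap1, low control full reaction with DMSO / Times: compound-enzyme preincubation 20 min, reaction 120 min, detection 60 min, 25 °C / Repeats: one replicate per compound / Also added: human ARF1(Δ1-17)-GTP substrate / Measured by: Tracer-displacement fluorescence polarization with EDTA stop, 620/688 nm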
# KLK7 zymogen act: proKLK7 (human) activation, primary screen; AID 652039; hit rate 0.9% among 370,000; activation, % at 7 µM; purified proKLK7, EDANS-DABCYL substrate fluorescence; 100% is mature enzyme control, 0% vehicle;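 active means activation above the mean of all tested compounds plus 3 SD, computed per campaign excluding outliers beyond control limits, cut at about 13% in these data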
# Target sequence (P49862 whole entry, looked up): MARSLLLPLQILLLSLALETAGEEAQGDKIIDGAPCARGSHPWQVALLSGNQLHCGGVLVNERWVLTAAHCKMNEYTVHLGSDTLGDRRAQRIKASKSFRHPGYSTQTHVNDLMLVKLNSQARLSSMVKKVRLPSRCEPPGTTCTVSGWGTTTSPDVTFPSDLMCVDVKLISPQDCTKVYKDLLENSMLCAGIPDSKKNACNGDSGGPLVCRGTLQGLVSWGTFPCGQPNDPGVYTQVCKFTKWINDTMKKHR
# ADAM17 inh: inhibits human ADAM17; P78536; recombinant ADAM17, EDANS/DABCYL FRET peptide cleavage; inhibition, % at 6.95 µM; hit rate 0.83% among 370,000;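 active means inhibition above the mean of compounds lying between control limits plus 3 SD, set per campaign, cut at about 8.5% in these data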;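 further: 0% = DMSO-only wells as the low control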
# MBD2 DNA inh: inhibitors of human MBD2 binding to methylated oligonucleotide; hit rate 0.31% among 370,000; TR-FRET; Q9UBB5; inhibition, % at 4.4 µM; in the data active means inhibition above about 13%
# ASAP1 GAP inh: inhibitors of human ASAP1 ArfGAP activity; ASAP1-stimulated ARF1 GTP hydrolysis, GDP FP detection; inhibition, % at 16.5 µM; hit rate 0.19% among 360,000; AID 624377; in the data active means inhibition above about 25%;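 further: 0% = vehicle with enzyme and substrate and 100% = no enzyme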
# PLCg1 inh: PLC-gamma1 (human) inhibition, primary screen | inhibition, % at 12.2 µM | hit rate 0.84% among 370,000 | P19174 | purified PLC-gamma1, fluorogenic substrate, fluorescence; in the data active means inhibition above about 9.5%
# UHRF1 binding: UHRF1 methyl-DNA binding inhibition; inhibition, % at 4.4 µM; UHRF1 binding to methylated oligo, TR-FRET; hit rate 0.75% among 370,000; AID 687016; Q96T88; in the data active means inhibition above about 21%;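 further: UHRF1 SRA domain binding a hemimethylated CpG hairpin DNA probe; 0% = median of test compound wells and 100% = reference inhibitor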
# Target sequence (Q96T88 whole entry, looked up, the tested form may be a part): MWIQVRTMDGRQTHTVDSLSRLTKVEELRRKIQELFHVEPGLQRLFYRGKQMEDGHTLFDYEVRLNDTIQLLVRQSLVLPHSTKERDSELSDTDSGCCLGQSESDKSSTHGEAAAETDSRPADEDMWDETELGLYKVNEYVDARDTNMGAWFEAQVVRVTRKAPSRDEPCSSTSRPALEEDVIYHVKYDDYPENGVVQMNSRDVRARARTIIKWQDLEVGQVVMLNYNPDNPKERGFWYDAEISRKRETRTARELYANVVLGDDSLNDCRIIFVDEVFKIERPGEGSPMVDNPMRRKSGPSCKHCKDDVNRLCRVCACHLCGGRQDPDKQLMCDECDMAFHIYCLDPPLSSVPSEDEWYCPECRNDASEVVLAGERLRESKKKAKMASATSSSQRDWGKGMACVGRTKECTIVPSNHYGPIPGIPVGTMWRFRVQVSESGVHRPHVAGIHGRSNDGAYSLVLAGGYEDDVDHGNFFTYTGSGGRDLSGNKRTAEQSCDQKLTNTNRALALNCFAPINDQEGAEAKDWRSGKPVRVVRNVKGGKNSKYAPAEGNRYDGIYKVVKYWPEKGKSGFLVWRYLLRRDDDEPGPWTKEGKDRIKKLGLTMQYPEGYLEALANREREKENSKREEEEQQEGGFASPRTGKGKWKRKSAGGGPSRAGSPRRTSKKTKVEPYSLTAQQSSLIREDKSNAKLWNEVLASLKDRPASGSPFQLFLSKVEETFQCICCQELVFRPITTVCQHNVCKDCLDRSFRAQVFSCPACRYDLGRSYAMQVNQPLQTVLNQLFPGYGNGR
# Tn7 DDE FP: disrupts Tn7 cyclic peptide binding to fibrin D-Dimer-E complex | FP displacement of FITC-Tn7 peptide from fibrin DD(E); 0% = median of compound wells per plate | AID 720508 | inhibition, % at 8.3 µM | P02675 | hit rate 0.13% among 370,000;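 active means inhibition above the mean of compounds falling within the control limits plus 3 SD of them, cut at about 14% in these data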;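 further: 0% = plate median of compound wells and 100% = 10 µM Aha-Tn7 peptide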
#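 Also added: labelled Tn7 tracer, 0.1 µM; Assay system: human fibrin DD(E) protein; Amount: 2 µM fibrin DD(E); Schedule: 10 min compound pre-incubation, 3 h probe incubation at room temperature; Repeats: one replicate per compound; Read-out basis: percent inhibition; Measured by: fluorescence polarization of the labelled Tn7 tracer.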
# Tn6 DDE FP: disrupts Tn6 cyclic peptide binding to fibrin D-Dimer-E complex; Fibrin DD(E) TRITC-Tn6 fluorescence polarization displacement; inhibition, % at 8.3 µM; hit rate 0.21% among 370,000; AID 720509;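 active means inhibition above a per-campaign cutoff: mean of compounds within control limits plus 3 SD, cut at about 15% in these data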;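 further: 0% = median of all compound wells on the plate and 100% = blocking peptide control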
# * = called active by the depositor; i = inactive.
# Each structure is followed by: PLCg1 inh, ARFGAP1 inh, ADAM17 inh, PLC-beta3 inh, Tn6 DDE FP, KLK7 zymogen act, UHRF1 binding, MBD2 DNA inh, Tn7 DDE FP, ASAP1 GAP inh
1	CC(C)CN(C(=O)CN1CC=C(c2ccccc2)CC1)c1c(N)n(CC(C)C)c(=O)[nH]c1=O
→ -10, 0, -3, -11, 0, 1.3, -2, 4, 6, 2
2	O=C(c1ccco1)C12CN3CN(CN(C3)C1)C2
→ 1, 2, -4, 2, 1, 0.3, 3, 2, -2, -3
3	O=C(O)Cn1cc(C(=O)c2ccccc2)c2ccccc21
→ -3, -6, -5, -1, -5, 0.4, 2, 8, -1, 1
4	COc1ccc(OCC#CCN2CCCCCC2)cc1
→ 0, -2, -1, 0, 7, 0.2, 7, 2, -1, -16
5	Cc1cc(N2CCNC[C@H]2C)ccc1N1CCN[C@@H](C)C1
→ -6, 4, 1, 0, 2, -0.5, 0, -2, -1, 3
6	COc1cc(OC)c(OC)cc1CN1CCN(C(=O)COc2ccc3ccccc3c2)CC1
→ -4, 0, -1, -5, 2, 0.2, -1, -6, 2, 3
7	O=P1(c2ccccc2)CC=CC1
→ 4, -4, -3, 2, -9, 0.3, 1, 1, -3, 8
8	CC12CCC(=O)C=C1CC(N1CC1)C1C2CCC2(C)C(O)CCC12 (configuration not stated)
→ -8, -8, -6, -9, 3, -0.3, -1, -2, -1, -2
9	CC1(C)CN=C(Nc2ccccc2C(F)(F)F)S1
→ 0, 7, -4, -4, 2, 0.7, 0, 0, -3, 9
10	COc1ccc(-[n+]2c(-c3ccccc3)cc(-c3ccccc3)cc2-c2ccccc2)cc1
→ -31, 14, -4, -42, -2, -0.3, 1, 1, 0, 2
11	COc1ccc(NC2=NC(C)(C)CS2)cc1
→ 2, -2, -4, -1, -2, 0.1, -4, -2, 8, -8
12	CC1=CC(=Cc2sc3ccccc3[n+]2C)C=C(C)O1
→ -1, 11, -3, -3, -5, 0.2, -103, -5, -2, 0
13	CSC(=Nc1ccccc1)c1c(O)n(C)c(=O)n(C)c1=O
→ -1, -7, -2, -1, 3, -0.1, -7, -1, 5, 0
14	Cc1nc2ccccc2c(=O)n1-c1cccc(C(F)(F)F)c1
→ -2, -12, -2, 0, -2, 0.1, 4, 2, 1, 1
15	Cn1c(O)c(C=Nc2ccccc2)c(=O)n(C)c1=O
→ -5, -4, -5, -6, 5, -1.0, 0, -2, 2, -15
16	CCCCC(=O)N/N=C/c1c(O)n(C2CC2)c(=S)[nH]c1=O
→ 10*, -2, 0, 8, 4, 0.4, 2, -7, -3, 1
17	CCNC(=O)NC(=O)C(C)OC(=O)c1c(C)nn(Cc2ccccc2Cl)c1Cl (configuration not stated)
→ -1, 2, 1, -1, 0, -0.2, -1, -2, 0, 3
18	CC(C)NC(C)C(=O)C12CC3CC(CC(C3)C1)C2 (configuration not stated)
→ 5, 3, 0, 4, -3, 0.4, -1, 2, -6, 8
19	COc1ccc(CN2CCN(C(=O)COc3ccc4ccccc4c3)CC2)c(OC)c1
→ 0, 7, -2, -9, 0, 0.8, 0, 2, -3, 11
20	O=c1[nH]c(=S)n(C2CC2)c(O)c1C=NCC1CCCO1 (configuration not stated)
→ 4, 3, -1, -6, 4, 0.3, 0, 3, 0, 16
21	Cc1nn(Cc2ccccc2)c(Cl)c1C(=O)OCC(=O)N1CCCC1
→ -1, 9, 0, 2, -2, -0.4, 1, -2, -2, 13
22	O=C(O)Cn1cc(/C=C2\C(=O)NC(=O)N(c3ccc(Br)cc3)C2=O)c2ccccc21
→ -2, -3, -3, -9, -11, -0.2, 1, 6, -1, -3
23	CCn1c(O)c(C(c2ccccn2)c2c(O)n(CC)c(=S)[nH]c2=O)c(=O)[nH]c1=S
→ -4, 4, -5, -6, 8, 0.4, -2, 1, 6, -6
24	Cc1cc(C=C2C(=O)NC(=O)NC2=O)c(C)n1-c1ccc2c(c1)OCO2
→ -24, 3, -9, -22, -2, 0.0, -8, 1, -3, 4
25	C=CCN(CC=C)C(=O)Nc1ccc(OCC)cc1
→ 3, 4, -2, 1, 6, 0.8, 1, -1, -1, 2
26	Cc1cc(C)c2c(ccc3cccc[n+]32)c1
→ -1, -3, -11, -5, 0, 0.0, -2, 4, 5, -8
27	COC(=O)[C@@]1(Cc2ccc(F)cc2)[C@H]2c3cc(C(=O)N(C)C)[nH]c3C[C@H]2CN1C(=O)c1ccccc1
→ -6, -4, -1, -8, 6, 0.6, -2, -2, 4, 8
28	CC(C#N)CCC#N (configuration not stated)
→ -3, 16, 0, 0, -1, 0.5, -1, 1, -3, 2
29	CNC(C)Cc1ccc(OC)cc1 (configuration not stated)
→ -1, 4, 1, 2, 4, 0.2, 3, 2, 0, -2
30	CCCN(CC1CC1)CC(O)c1ccccc1 (configuration not stated)
→ -1, 14, -4, 2, -10, 0.0, 0, -4, 2, -4

# An excerpt from above in order of number of heavy atoms, highest first.
# Each structure is followed by: PLCg1 inh, ARFGAP1 inh, ADAM17 inh, PLC-beta3 inh, Tn6 DDE FP, KLK7 zymogen act, UHRF1 binding, MBD2 DNA inh, Tn7 DDE FP, ASAP1 GAP inh
8	CC12CCC(=O)C=C1CC(N1CC1)C1C2CCC2(C)C(O)CCC12 (configuration not stated)
→ -8, -8, -6, -9, 3, -0.3, -1, -2, -1, -2
16	CCCCC(=O)N/N=C/c1c(O)n(C2CC2)c(=S)[nH]c1=O
→ 10*, -2, 0, 8, 4, 0.4, 2, -7, -3, 1
29	CNC(C)Cc1ccc(OC)cc1 (configuration not stated)
→ -1, 4, 1, 2, 4, 0.2, 3, 2, 0, -2
7	O=P1(c2ccccc2)CC=CC1
→ 4, -4, -3, 2, -9, 0.3, 1, 1, -3, 8

# Single values from the entries so far:
# cpd 5 – PLC-beta3 inh: 0
# cpd 18 – PLC-beta3 inh: 4

# An excerpt from above, showing only ADAM17 inh, MBD2 DNA inh and ASAP1 GAP inh.
no.	SMILES	ADAM17 inh	MBD2 DNA inh	ASAP1 GAP inh
23	CCn1c(O)c(C(c2ccccn2)c2c(O)n(CC)c(=S)[nH]c2=O)c(=O)[nH]c1=S	-5	1	-6
24	Cc1cc(C=C2C(=O)NC(=O)NC2=O)c(C)n1-c1ccc2c(c1)OCO2	-9	1	4

# Going on with the list:
# Each structure is followed by: PLCg1 inh, ARFGAP1 inh, ADAM17 inh, PLC-beta3 inh, Tn6 DDE FP, KLK7 zymogen act, UHRF1 binding, MBD2 DNA inh, Tn7 DDE FP, ASAP1 GAP inh
31	CCOC(=O)[C@]12Cc3ccccc3[C@H]1N(C(C)C)C(=O)c1ccccc12
→ 5, 7, 5, 1, 2, 0.5, 4, 1, 4, -10
32	CC(C)OCCCNC(=O)c1c(N)n(CC2CCCO2)c2nc3ccccc3nc12 (configuration not stated)
→ i, 1, i, i, 10, -35, 10, 6, -2, 3
33	CCCC(=O)Nc1cc(C(=O)N2CCC3(CC2)OCCO3)ccc1S(=O)(=O)c1ccc(C)cc1
→ -3, 3, -9, 0, 1, -0.2, -1, 4, -7, -5
34	Nc1ccc(CCN2CCN(c3cccc(C(F)(F)F)c3)CC2)cc1
→ 1, 22, 3, 1, 4, 0.1, 1, -5, -8, 6
35	COc1cc(/C=N/n2cnnc2)ccc1OC(=O)N(C)C
→ 1, 12, -3, 0, -6, 0.2, -2, -2, 0, 9
36	CCN(CC)C(=O)c1ccc(NC(=O)c2cccc(F)c2)cc1
→ 1, -1, -2, 0, -5, -0.2, 0, 1, -1, -11
37	CCc1c(C)nc(N)nc1N1N=C1SC(C(C)=O)C(C)=O
→ -8, -16, 1, -75, 5, 0.2, -1, -9, 2, -1
38	Cc1nn(Cc2ccccc2)c(C)c1C(=O)NCc1ccccc1F
→ 0, 5, -2, 0, -1, -0.5, 1, -2, 1, 0
39	O=[N+]([O-])c1ccc(C2[C@H]3C(c4ccccc4)=NC4(CCCC4)N23)cc1 (some centres not stated)
→ 2, -2, -2, 3, 11, -0.6, 5, 0, -4, -1
40	CC(=NCC1CCCO1)c1c(O)n(C2CCCCC2)c(=O)[nH]c1=O (configuration not stated)
→ 2, -2, -5, -5, 8, 0.6, 5, 6, 5, -7
41	CN1CCN(c2c(N)c(=O)oc3ccccc23)CC1
→ 1, -1, 4, 2, -8, -0.2, -1, -4, 4, 0
42	CCCCn1c(O)c(C(C)=NCCCN(CC)CC)c(=O)[nH]c1=O
→ -2, 5, -1, 0, -1, -0.2, -2, -7, -8, 0
43	COc1cc2[nH]c(=O)n(-c3ccccc3)c(=O)c2cc1OC
→ -4, -2, -30, -2, -5, -1.2, -3, -4, -6, -15
44	COC(=O)C1=C(c2cccc(OC)c2OC)C[C@@H]2CC[C@H]1N2C(=O)NCc1ccccc1
→ 1, -4, -2, -1, -9, 0.3, 0, 1, -5, 5
45	CN1CCN(/N=C/c2c(O)n(C)c(=O)n(C)c2=O)CC1
→ 2, 0, 4, 0, 0, -0.9, 0, 1, 0, -1
46	O=C(c1ccc2c(c1)N(Cc1ccc(F)cc1)CCS2)N1CCC2(CC1)OCCO2
→ i, -3, -138, i, 10, -7.2, 1, -3, -3, -10
47	ON1C2CCCCC2N(O)C1c1ccccc1F (configuration not stated)
→ 4, 4, 1, 0, 10, 0.1, 5, 0, -1, -3
48	CCCCn1c(O)c(C(C)=NCc2cc(OC)cc(OC)c2)c(=O)[nH]c1=O
→ -3, -4, -5, 0, -11, -0.1, 5, 1, 1, 13
49	O=C1CC=C2C3CC4N(CCC45c4ccccc4N1C25)CC3=CCO (configuration not stated)
→ 4, 9, 4, 2, -1, -0.4, -3, 4, 0, -8
50	N[C@@]1(C(=O)O)CC[C@@H](C(=O)O)C1
→ 3, 8, -1, 2, -1, 0.1, 1, -4, -11, 14
51	Cc1cccc(C)c1-n1nnnc1C(CCc1ccccc1)N1CCC2(CC1)C(=O)NCN2c1ccccc1 (configuration not stated)
→ 0, 0, 2, -2, 3, 0.8, -2, -8, 13, 3
52	Cc1cccc(N2C(=O)NC(=O)/C(=C\C=C\c3ccco3)C2=O)c1
→ -25, 10, -9, -40, 1, 0.2, 11, 5, 5, 11
53	Cc1ccc(N2C(=O)NC(=O)/C(=C/C=C/c3ccco3)C2=O)cc1
→ -22, -3, -1, -29, 3, 1.0, 10, -3, -2, -8
54	COc1cc2c(cc1OC)CN(c1ccc([N+](=O)[O-])c(C(F)(F)F)c1)CC2
→ -3, 15, 0, -3, 3, -0.1, 1, 2, -1, 13
55	CCC(=NCc1cccnc1)c1c(O)n(-c2ccccc2)c(=O)[nH]c1=O
→ 0, -7, -4, -1, 4, 0.2, -3, 2, 5, 2

# Only part of the results is shown; the hit share may differ from the screen's.
